PrPC surface inh – cell surface PrPC inhibition, primary TR-FRET screen; P04156; TR-FRET read-out; inhibition, % at 13.8 µM; 370,000 tested, 0.43% active; AID 720596; in the data active = inhibition above about 24%; also: 0% = median of the test wells and 100% = reference compound wells
SARS 3CLpro inh – SARS-CoV 3CLpro protease inhibition; P0C6X7; recombinant SARS-CoV 3CLpro, quenched FRET peptide cleavage; inhibition, % at 6 µM; 290,000 tested, 0.14% active; AID 1706; in the data active = inhibition above about 12%
Anthrax LF inh2 – blocks Bacillus anthracis lethal factor protease; P15917; multiplex microsphere protease cleavage assay, LF; inhibition, % at 10 µM; 360,000 tested, 0.12% active; also: plate controls were buffer without enzyme for full effect and enzyme alone for no effect
PriA SSB inh – blocks PriA binding to SSB C-terminal tail | inhibition, % at 33 µM | AlphaScreen SSBct-PriA binding, biotinylated peptide | 430,000 tested, 0.6% active | AID 1272365; in the data active = inhibition mostly above about 37%, no sharp cut-off; inactive = mostly below about 20%;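 also: plate controls were negative control peptide for no effect and reference peptide for full effect; strong numbers were not always called active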
Yp Topo-I inh – inhibitors of Yersinia pestis topoisomerase I. activity, % at 10 µM. AID 504884. Y. pestis Topo-I cleavage product accumulation, plate reader. 360,000 tested, 0.064% active; in the data active = activity above about 50%, passing the limit was not always enough; inconclusive = no clear call, values can overlap the other calls; also: inactives centre near 2
Vc quorum ag – quorum light induction in luxS cqsA deficient V. cholerae; V. cholerae BH1578 lux reporter, luminescence, 6 h; activation, % at 18.7 µM; 350,000 tested, 0.16% active; in the data active = activation mostly above about 9.7%, no sharp cut-off; inconclusive = no clear call, values can overlap the other calls; inactive = mostly below about 3.7%; also: not every result past the cut was called active; inactives centre near 0; reference of the scale not given here
TcdB inh – blocks C. difficile toxin B glycohydrolase activity; TcdB glycohydrolase enzymatic assay, plate reader; 350,000 tested, 0.24% active; P18177; inhibition, % at 9.99 µM; in the data active = inhibition above about 10%
PfHsp40 yeast – rescue of PfHsp40-mediated yeast toxicity | AID 504582 | 340,000 tested, 0.68% active | S. cerevisiae expressing PfHsp40, growth rescue, ATP luminescence | growth rescue, % at 12.5 µM; in the data active = growth rescue above about 28%, passing the limit was not always enough; inconclusive = no clear call, values can overlap the other calls;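 also: yeast W303a lacking pdr1 and pdr3 grown in galactose medium; growth measured after three days at 30 °C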
BoNT A protease – BoNT A light chain protease inhibition | multiplex microsphere protease substrate cleavage, flow cytometry | inhibition, % at 10 µM | 360,000 tested, 0.17% active; also: plate controls were buffer without enzyme for full effect and enzyme alone for no effect
The depositor's hits bear a star; i = inactive; ? = inconclusive; nt = not tested or not shown; & = joins results of further samples. Rule as the data show it, unless noted: active = inhibition above about 30%; inconclusive = no clear call, values can overlap the other calls; inactive = below that.

SMILES	PrPC surface inh	SARS 3CLpro inh	Anthrax LF inh2	PriA SSB inh	Yp Topo-I inh	Vc quorum ag	TcdB inh	PfHsp40 yeast	BoNT A protease
CCN(CC)CCN(Cc1cc2cc(C)c(C)cc2[nH]c1=O)C(=S)NCc1ccco1	3.8	3.2	-8.1	-6.2	1.6	-0.8	1.9	0.5	2.0
Cc1oc2cc(O)cc(C)c2c(=O)c1-c1cnn(-c2ccccc2)c1	7.2	2.0	-0.1	6.6	6.6	i	nt	-0.8	0.6
COc1ccc(CNC(=O)[C@H](C)NC(=O)C2CC(=O)N(c3ccc(OC)cc3)C2)cc1 (stereo not given in full)	1.4	0.6	-2.5	-7.6	3.1	-12.5	2.9	-0.4	1.0
COc1ccc(S(=O)(=O)n2nc(-c3ccc(Cl)cc3)cc2N)cc1	15.3	2.6	-9.2	-12.5	1.8	-0.6	0.3	4.6	-1.4
Cc1ccc(NC(=O)CSc2nc(=O)n(CCCN(C)C)c3c2CCC3)c(C)c1	-5.4	nt	-0.3	-7.7	12.4	-12.5	1.5	0.6	3.4
O=C(COc1ccccc1Cl)Nc1ccc(CN2CCCCC2)cc1	-2.4	-2.1	-4.1	-1.3	9.6	-0.3	0.7	-0.1	-0.2
CC(C)(C)c1ccc(-c2nn(CCC#N)cc2/C=N/O)cc1	-3.9	5.1	-0.4	nt	-2.1	-0.1	0.7	0.6	-1.0
COc1ccc(N2C(=O)CS/C2=N\C(=S)Nc2ccccc2)cc1	-0.9	0.3	7.9	nt	-4.6	-0.1	1.2	-0.5	2.5
CCOC(=O)Cc1csc(NC(=O)COc2ccc3c(c2)CCC3)n1	6.2	2.5	0.6	-11.0	34.8	i	-0.8	0.4	-2.9
CNc1c(NS(=O)(=O)c2ccc3c(c2)CCCC3)c(=O)oc2ccccc12	0.8	-3.1	7.7	-5.3	6.3	i	-2.1	-1.4	-2.1
COC(=O)c1ccc(N2CCOCC2)c(NC(=O)c2cccs2)c1	-2.8	0.7	5.2	-15.9	13.1	-12.5	1.2	1.7	0.6
Cn1c(=O)c2[nH]c(CCC3CCCC3)nc2n(C)c1=O	-3.6	nt	1.8	0.0	7.0	i	1.5	0.8	0.1
COc1ccc2c(c1)c(CC(=O)Nc1ccccc1OC)c(C)n2C(=O)c1ccc(Cl)cc1	21.1	-0.3	-1.7	-6.1	6.4	i	nt	-1.2	-0.4
CCOc1cc(/C=N\NC(N)=O)cc(Br)c1OC(C)C	8.4	5.4	0.7	nt	-4.1	-0.2	nt	-1.7	0.7
CCC(c1nnnn1Cc1ccccc1)N1CCC2(CC1)C(=O)NCN2c1ccccc1 (stereo not given)	4.0	nt	-2.2	nt	nt	nt	-9.3	nt	0.1
COc1ccc(OC)c(N=Cc2c(O)[nH]c(=O)[nH]c2=O)c1	10.0	-2.9	10.1	-8.1	0.8	-0.9	-0.2	0.9	-0.7
CCc1ccc(N(C(=O)CNC(=O)c2ccco2)C(C(=O)NC2CCCC2)c2ccncc2)cc1 (stereo not given)	-2.3	-3.1	-2.3	0.1	5.7	-0.2	0.0	0.0	-1.3
CC(=O)Nc1cc(C)nn1-c1nc(C)cc(C)n1	0.5	5.2	0.3	0.5	1.2	i	0.3	0.6	-0.6
O=C(CN(Cc1ccco1)C(=O)CCC(=O)Nc1nccs1)NCc1ccccc1	5.2	-4.4	-1.3	2.3	1.0	-7.2	nt	-1.4	-0.1
COc1ccc(C(=O)N/C(=C\c2cccc3ccccc23)C(=O)N2CCN(C)CC2)cc1	0.0	nt	-6.7	-6.4	15.3	-0.4	-1.0	-1.4	0.6

Sorted by SMILES length (low to high): part of the list above
SMILES	PrPC surface inh	SARS 3CLpro inh	Anthrax LF inh2	PriA SSB inh	Yp Topo-I inh	Vc quorum ag	TcdB inh	PfHsp40 yeast	BoNT A protease
CC(=O)Nc1cc(C)nn1-c1nc(C)cc(C)n1	0.5	5.2	0.3	0.5	1.2	i	0.3	0.6	-0.6
CCOc1cc(/C=N\NC(N)=O)cc(Br)c1OC(C)C	8.4	5.4	0.7	nt	-4.1	-0.2	nt	-1.7	0.7
Cn1c(=O)c2[nH]c(CCC3CCCC3)nc2n(C)c1=O	-3.6	nt	1.8	0.0	7.0	i	1.5	0.8	0.1
CCOC(=O)Cc1csc(NC(=O)COc2ccc3c(c2)CCC3)n1	6.2	2.5	0.6	-11.0	34.8	i	-0.8	0.4	-2.9
COc1ccc(OC)c(N=Cc2c(O)[nH]c(=O)[nH]c2=O)c1	10.0	-2.9	10.1	-8.1	0.8	-0.9	-0.2	0.9	-0.7
Cc1oc2cc(O)cc(C)c2c(=O)c1-c1cnn(-c2ccccc2)c1	7.2	2.0	-0.1	6.6	6.6	i	nt	-0.8	0.6
CNc1c(NS(=O)(=O)c2ccc3c(c2)CCCC3)c(=O)oc2ccccc12	0.8	-3.1	7.7	-5.3	6.3	i	-2.1	-1.4	-2.1
Cc1ccc(NC(=O)CSc2nc(=O)n(CCCN(C)C)c3c2CCC3)c(C)c1	-5.4	nt	-0.3	-7.7	12.4	-12.5	1.5	0.6	3.4
CCN(CC)CCN(Cc1cc2cc(C)c(C)cc2[nH]c1=O)C(=S)NCc1ccco1	3.8	3.2	-8.1	-6.2	1.6	-0.8	1.9	0.5	2.0
COc1ccc2c(c1)c(CC(=O)Nc1ccccc1OC)c(C)n2C(=O)c1ccc(Cl)cc1	21.1	-0.3	-1.7	-6.1	6.4	i	nt	-1.2	-0.4
CCc1ccc(N(C(=O)CNC(=O)c2ccco2)C(C(=O)NC2CCCC2)c2ccncc2)cc1 (stereo not given)	-2.3	-3.1	-2.3	0.1	5.7	-0.2	0.0	0.0	-1.3

Carrying on.
SMILES	PrPC surface inh	SARS 3CLpro inh	Anthrax LF inh2	PriA SSB inh	Yp Topo-I inh	Vc quorum ag	TcdB inh	PfHsp40 yeast	BoNT A protease
O=C(Nc1ccccc1Cl)c1sccc1-c1ccccc1	-0.7	-1.2	0.5	-25.6	24.7	-0.2	0.6	-0.3	-0.7
CCOC(=O)C1=C[C@@H](C(C)(C)C)N(S(=O)(=O)c2ccc(C)cc2)[C@H]1c1ccc(C#N)cc1	-3.2	nt	-4.7	nt	nt	nt	0.8	nt	0.0
COC(=O)c1ccc(NC(=O)c2cc(-c3ccncc3)nc3ccccc23)cc1	-9.7	nt	2.9	-1.4	7.5	-7.1	0.3	1.8	-0.3
CC(Sc1nnc(C2CC2)n1C1CC1)C(=O)Nc1cccc(S(=O)(=O)N2CCOCC2)c1 (stereo not given)	6.7	nt	0.0	-1.7	-12.3	i	3.1	0.4	0.0
N=C1/C(=C\c2ccc(OC(=O)c3ccccc3Cl)cc2)C(=O)N=C2SC(N3CCOCC3)=NN12	-3.5	1.3	-1.3	-4.7	-0.5	i	-0.1	-0.8	-0.6
COc1ccc(OCCCSc2ncccn2)cc1	0.8	-1.6	-1.0	-20.2	0.0	1.1	nt	-1.9	-0.2
COC(=O)c1ccccc1NC(=O)c1ccco1	1.0	-1.6	-0.4	-29.0	7.9	-0.3	nt	0.3	-0.1
N#Cc1c(N2CCSCC2)nsc1-c1ccccc1Cl	26.7*	7.7	-18.2	-15.6	30.9	-0.6	-3.4	3.0	-4.8
CSc1ccccc1NC(=S)Nc1ccc(S(N)(=O)=O)cc1	-0.8	-0.4	-0.2	-4.5	-7.6	-1.3	2.1	-0.4	-0.3
c1ccc(CNc2nnnn2-c2ccccc2)cc1	3.6	0.3	-3.5	-6.2	1.8	-0.3	nt	1.2	0.2
Cc1noc(NS(=O)(=O)c2ccc(NC(=O)C(CC(C)C)N3C(=O)c4ccccc4C3=O)cc2)c1C (stereo not given)	-0.7	4.5	-0.8	8.3	3.9	i	-1.3	2.3	-1.5
Cc1cccc(C)c1-n1nnnc1C(c1cccs1)N1CCN(C/C=C/c2ccccc2)CC1 (stereo not given)	-5.8	nt	-1.0	nt	nt	nt	0.1	nt	-0.7
O=c1[nH]c(SCCOc2ccccc2F)nc2ccccc12	2.3	2.3	0.3	-15.9	0.0	i	0.0	1.2	-0.3
O=C(CN1C(=O)NC2(CCCCC2)C1=O)Nc1cc(C(F)(F)F)ccc1N1CCCCC1	2.1	nt	2.5	5.9	4.1	-1.4	-0.8	0.1	2.8
Cn1cccc1Cc1nnc(SCC(=O)NCc2ccco2)n1CCc1ccccc1	2.0	0.0	-6.2	4.2	-0.4	-0.2	nt	0.1	?
CC1=CCC(C(=O)O)C(C(=O)O)C1 (stereo not given)	-1.1	3.9	-0.7	-0.6	5.0	-0.1	nt	0.6	-0.7
COc1ccc(OC)c(C2C(C(=O)Nc3ccc(F)cc3)=C(C)Nc3nc(CCCO)nn32)c1 (stereo not given)	-4.1	1.6	1.5	-4.4	-13.6	-0.4	0.3	1.6	-0.2
CCN(c1ccccc1)S(=O)(=O)c1cc(C(=O)NCC(c2ccc(OC)cc2)N(C)C)ccc1C (stereo not given)	-8.4	nt	5.5	2.6	1.5	0.8	0.2	0.8	0.1
CN(CCOc1ccccc1)C(=S)Nc1ccc(OC(F)F)cc1	0.7	3.9	-3.8	-8.6	9.2	i	0.0	1.2	-4.2
O=C(CSc1nc(C2CC2)nc2ccccc12)Nc1cccc(O)c1	3.5	1.1	-2.5	-17.7	7.9	-0.3	0.5	-0.3	0.0
O=S(=O)(Nc1ccc(S(=O)(=O)N2CCOCC2)cc1)c1ccccc1	-5.7	-3.8	-1.8	-5.2	3.1	nt	nt	-0.6	0.1
CCc1noc(C)c1C(=O)Nc1cccc(S(=O)(=O)N(C)c2ccccc2)c1	7.1	nt	10.3	-8.4	13.6	-0.7	2.0	1.2	2.7
Cc1cn(C2OC(COC(=O)c3ccccc3)C(O)C2O)c(=O)[nH]c1=O (stereo not given)	-4.3	2.8	-0.3	-5.2	6.3	6.7	1.6	-0.1	1.2
CCOC(=O)N1CCN(CC(O)COc2ccc(-c3ccccc3)cc2)CC1 (stereo not given)	0.4	-2.3	-3.1	2.7&-7.0	24.9	-1.9	-1.1	1.0	-2.3
Cc1ccc(-c2csc(NCCc3nc4cc(Cl)c(Cl)cc4n3CCOCCO)n2)cc1	3.0	nt	-5.3	-4.6	27.8	-4.5	8.4	0.6	-0.3
CCN(CC)P(=O)(c1n(CC)cc[n+]1CC)N(CC)CC	7.9	-0.7	-1.2	-17.9	5.3	i	0.2	0.9	-0.8
CCCn1c(CCC(=O)O)ccc1-c1ccc(F)cc1	1.7	-5.2	-0.4	-0.4	-0.9	-0.5	nt	-2.3	-1.8
Cn1cnc(S(=O)(=O)N2CCCCC2c2cc(C(=O)Nc3ccccc3Cl)no2)c1 (stereo not given)	4.1	nt	5.1	nt	15.0	-4.5	1.4	nt	0.4
Cc1cc(C)c(C#N)c(Nc2ccccc2)n1	-3.1	0.9	-0.3	-9.3	-0.8	i	nt	-0.9	-3.9
O=c1cc(CN2CCCCCCC2)c2c(ccc3ccccc32)o1	-0.5	nt	-5.2	nt	nt	nt	1.0	nt	0.7
CC(=O)Nc1nc(COc2ccccc2)cs1	11.0	0.0	0.1	4.2	3.2	i	nt	-0.7	-0.5
CC1CCCCN1C(=O)c1cc(F)c(F)cc1Cl (stereo not given)	0.4	-6.5	1.1	-6.5	5.8	i	nt	0.0	0.5
COc1ccc(-c2cccc(-c3cc(=O)oc4cc(OC)cc(OC)c34)c2)cc1	10.2	nt	2.3	8.9	-7.7	5.2	-0.3	-0.9	0.2
CC1=Nc2cc(C(=O)N3CCCC3)ccc2Sc2ccc(C)cc21	-3.0	4.3	2.3	-4.6	6.0	-0.5	-0.9	-0.6	1.1
CC1(C)Oc2ccc3ccc(=O)oc3c2C(/C=N/O)=C1Cl	-9.6	3.9	-7.0	nt	1.1	-0.4	-0.7	-1.0	0.2

These rows are one share of the data. The share of hits here may be higher or lower than overall.
